HTRA1 inhibitor – HTRA1 (human) protease inhibition. recombinant HTRA1, FP-rhodamine activity-based probe, fluorescence polarization. AID 504803. hit rate 0.5% among 340,000. inhibition, % at 5.96 µM. Q92743; in the data active = inhibition above about 36%;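 also: 0% = enzyme with DMSO and 100% = wells lacking enzyme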
mABHD4 FP – inhibits mouse alpha/beta hydrolase domain 4 | purified mABHD4, FP-Rh probe fluorescence polarization | AID 720543 | hit rate 0.54% among 370,000 | Q8VD66 | inhibition, % at 8.92 µM;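 active = inhibition exceeding the mean over every tested compound plus 3 SD, cut at about 30% in these data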;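 also: 0% = plate median of compound wells and 100% = S159A mutant with DMSO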
Target sequence (Q8VD66 whole entry, looked up, the tested form may be a part): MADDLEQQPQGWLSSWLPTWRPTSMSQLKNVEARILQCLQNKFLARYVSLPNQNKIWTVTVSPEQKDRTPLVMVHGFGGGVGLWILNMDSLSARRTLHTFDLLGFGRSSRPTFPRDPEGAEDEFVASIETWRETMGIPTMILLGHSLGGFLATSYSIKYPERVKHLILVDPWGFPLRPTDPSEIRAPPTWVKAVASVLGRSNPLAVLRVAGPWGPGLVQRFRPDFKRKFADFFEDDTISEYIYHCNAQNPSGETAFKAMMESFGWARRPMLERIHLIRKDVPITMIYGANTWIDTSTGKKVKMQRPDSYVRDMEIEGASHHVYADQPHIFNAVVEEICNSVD
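Assay system: mouse ABHD4 enzyme, wild type / Also added: fluorescent activity-based probe FP-Rh / Doses: single nominal dose of 8.92 µM, 0.89% DMSO final / Timing: 45 min compound pre-incubation plus 60 min probe step, 25 °C / Signal: FP readout, ex 525 nm / em 598 nm / Control set: S159A mutant/DMSO as 100%, compound-well median as 0%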
TDP2 inh – TDP2 (human) inhibition, absorbance primary screen | inhibition, % at 12.8 µM | O95551 | AID 720702 | hit rate 0.34% among 370,000 | recombinant TDP2, T5PNP hydrolysis, p-nitrophenol absorbance 415 nm;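 active = inhibition above the mean of all tested compounds plus 3 SD, set per campaign, cut at about 25% in these data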;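 also: 0% = DMSO with enzyme and 100% = buffer with substrate but no TDP2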
Target sequence (O95551 whole entry, looked up): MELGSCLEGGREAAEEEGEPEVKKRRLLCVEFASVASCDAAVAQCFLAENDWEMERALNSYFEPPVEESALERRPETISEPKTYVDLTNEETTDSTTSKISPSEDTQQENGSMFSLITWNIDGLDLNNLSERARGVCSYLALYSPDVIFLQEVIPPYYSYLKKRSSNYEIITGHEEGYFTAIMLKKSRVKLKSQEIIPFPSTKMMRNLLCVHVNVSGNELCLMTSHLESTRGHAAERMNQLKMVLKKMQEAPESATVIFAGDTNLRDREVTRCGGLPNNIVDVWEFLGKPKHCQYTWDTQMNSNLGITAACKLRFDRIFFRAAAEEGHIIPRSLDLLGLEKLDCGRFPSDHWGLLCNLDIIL
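Assay system: Recombinant human TDP2 | Quantity: 120 nM TDP2 per well | Incubation: 2 h at 37 °C | Signal: Epi absorbance | Evaluation: Percent inhibition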
PRMT1 FP inh – blocks human protein arginine methyltransferase 1; hit rate 1.3% among 370,000; AID 652257; inhibition, % at 2.79 µM; Q99873; recombinant PRMT1, activity-based probe fluorescence polarization;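 active = inhibition above about 21% made by adding two undisclosed values, limit read from the data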
Target sequence (Q99873 whole entry, looked up): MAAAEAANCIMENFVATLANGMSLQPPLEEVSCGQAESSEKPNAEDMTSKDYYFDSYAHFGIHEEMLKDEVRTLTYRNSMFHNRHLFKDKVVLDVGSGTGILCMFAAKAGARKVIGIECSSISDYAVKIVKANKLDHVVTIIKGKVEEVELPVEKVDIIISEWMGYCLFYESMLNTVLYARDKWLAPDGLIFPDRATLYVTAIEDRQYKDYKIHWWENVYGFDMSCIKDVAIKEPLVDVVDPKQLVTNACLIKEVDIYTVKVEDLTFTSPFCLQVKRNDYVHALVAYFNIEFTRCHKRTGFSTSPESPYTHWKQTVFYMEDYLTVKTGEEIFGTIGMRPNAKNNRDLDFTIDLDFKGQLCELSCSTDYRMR
PG9 binder – PG9 antibody binding by small molecule. TR-FRET gp120-PG9 antibody binding. inhibition, % at 6.7 µM. hit rate 0.43% among 360,000; in the data active = inhibition above about 8.5%
TCR CD3 inh – human TCR-CD3 binding inhibition; TAMRA-labeled TCR probe fluorescence, biochemical; inhibition, % at 9.4 µM; hit rate 0.37% among 360,000; AID 651800; in the data active = inhibition above about 19%;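 also: recombinant mutant TCR 2C K166C tagged with TAMRA read by polarization; 0% = receptor in buffer alone and 100% = receptor with positive control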
LEDGF integ inh – blocks HIV-1 LEDGF/p75-dependent DNA integration; hit rate 0.64% among 370,000; TR-FRET IN-LEDGF/p75 DNA integration, Eu/Cy5; inhibition, % at 3.7 µM;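 active = inhibition above the screen-wide mean plus 3 SD, cut at about 13% in these data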;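 also: signal is the Cy5 over europium emission ratio at 671 and 618 nm; 0% = plate median of compound wells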
UHRF1 binding – UHRF1 methyl-DNA binding inhibition. Q96T88. UHRF1 binding to methylated oligo, TR-FRET. inhibition, % at 4.4 µM. hit rate 0.75% among 370,000; in the data active = inhibition above about 21%;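 also: UHRF1 SRA domain binding a hemimethylated CpG hairpin DNA probe; 0% = median of test compound wells and 100% = reference inhibitor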
SIAE inh – inhibitors of human sialic acid acetylesterase SIAE | Q9HAT2 | SIAE FP-Rh probe binding, fluorescence polarization | inhibition, % at 9.66 µM | hit rate 0.69% among 370,000;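 active = inhibition above a cutoff: mean of compounds within the control limits plus 3 SD of those, cut at about 17% in these data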;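 also: 0% = plate median of compound wells and 100% = probe without SIAE protein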
Tn7 DDE FP – DD(E)-Tn7 binding inhibition, primary FP screen; P02675; FP displacement of FITC-Tn7 peptide from fibrin DD(E); 0% = median of compound wells per plate; inhibition, % at 8.3 µM; hit rate 0.13% among 370,000; AID 720508;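 active = inhibition above the mean of compounds falling within the control limits plus 3 SD of them, cut at about 14% in these data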;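 also: 0% = plate median of compound wells and 100% = 10 µM Aha-Tn7 peptide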
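Test system – human fibrin DD(E) · Times – 10 min preincubation, 3 h with tracer, room temperature · Detection – fluorescence polarization of the labelled Tn7 tracer · Measure – percent inhibition normalized to high-control wells · Benchmarks – high control wells with 10 µM unlabelled Aha-Tn7 peptide (full inhibition) · Repeats – singlicate testing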
An asterisk follows results filed as active; . = not tested or not shown.

SMILES	HTRA1 inhibitor	mABHD4 FP	TDP2 inh	PRMT1 FP inh	PG9 binder	TCR CD3 inh	LEDGF integ inh	UHRF1 binding	SIAE inh	Tn7 DDE FP
CS(=O)(=O)N(CC(=O)NCc1ccc2c(c1)OCO2)c1ccc(Cl)cc1	-4	11	8	-2	0.2	-1	-1	-2	7	7
CCN1CCN(c2ccc(NC(=O)c3cccc4ncccc34)cc2)CC1	0	-2	10	0	-1.2	6	-1	2	2	0
COc1ccc(Cc2c(-c3ccc(OC)c(OC)c3)nc3c(C)cc(Br)cn23)c(C)c1	.	5	1	3	1.1	-7	-4	13	1	5
O=c1[nH]nc(-c2ccc(F)cc2)cc1Cc1ccccn1	.	6	-4	0	0.2	-1	-5	0	-4	1
CCCCOCCCNC(=O)c1ccc(OC)cc1	3	-12	-3	1	-0.8	8	1	1	1	5
COc1ccc(NC(C)=O)cc1S(=O)(=O)N1CCc2ccccc21	-3	-14	-19	-4	2.1	-7	8	3	-2	-1
O=c1[nH][nH]c(-c2ccccc2)c1C=Nc1ccc(F)cc1F	-6	3	2	-1	-1.4	3	-1	-5	3	1
Cc1c(C(=O)Nc2ccc3oc(-c4cccnc4)nc3c2)oc2ccccc12	-11	1	-6	2	-1.3	-6	0	1	-17	-1
Cc1cc(C)n(-c2cc(Cl)ccc2[N+](=O)[O-])n1	5	7	7	-4	0.1	-2	2	1	4	6
CCCCCCOc1ccc(OC(=O)c2ccncc2)cc1	-1	-11	-7	2	1.9	0	1	3	5	1
O=C(CC1CCS(=O)(=O)C1)Nc1ccc[nH]c1=O (centres undefined)	6	1	0	6	-0.4	-6	-4	-1	-5	5
CCOC(=O)C1(CCOc2ccccc2)CCN(Cc2cccs2)CC1	-7	5	7	3	-0.5	1	-5	-2	-1	5
Cc1ccc(N=Cc2c(O)c3ccccc3n(C)c2=O)cc1	-18	-7	20	-4	-1.8	5	2	-6	-10	0
Nc1ccc(N2CCN(CCCCN3C(=O)C4CCCN4C3=O)CC2)cc1 (centres undefined)	38*	81*	15	5	-2.7	18	22*	10	31*	1
O=C(O)c1ccccc1NCN1C(=O)C2CC=C(Cl)CC2C1=O (centres undefined)	-4	1	6	0	0.8	-1	-5	1	5	-1
CCOC(=O)C(Sc1n[nH]c(N)n1)c1ccccc1 (centres undefined)	3	8	5	1	-1.6	4	0	-2	9	5
Oc1ccccc1/C=N/Nc1cccc2cccnc12	33	20	0	13	-0.7	0	0	-4	5	4
CCC(C)NC(=O)CS(=O)Cc1nc(-c2cccc(C)c2)oc1C (centres undefined)	0	-1	4	1	-1.1	-6	0	1	25*	5
COCC1CCCCN1C(=O)c1cccc(OC2CCN(S(C)(=O)=O)CC2)c1 (centres undefined)	3	2	17	1	0.4	2	-3	31*	5	6
CCN(CC(=O)Nc1ccc(NC(C)=O)cc1)C(=O)c1n[nH]c(=O)c2ccccc12	-4	-1	10	-6	0.2	2	4	-1	4	-4
CCCc1cc2c(=O)c(-c3ccc4c(c3)OCCO4)coc2cc1OC(=O)c1ccco1	9	-2	-3	0	-0.9	3	1	0	-11	-3
CCN1C(=NCCCOC(C)C)N[C@@H](c2ccccc2)[C@H](C(=O)OC)[C@H]1C	3	-9	-8	7	1.9	-6	0	2	-3	8
O=C(NC1CCCCC1)c1ccc(-c2cccc([N+](=O)[O-])c2)o1	-6	6	-1	0	-3.1	2	0	-1	-2	10
Cc1noc(NS(=O)(=O)c2ccc(NC(=O)c3ccc(N4C(=O)c5ccccc5C4=O)cc3)cc2)c1C	2	0	17	1	-0.8	1	3	0	0	-6
Cc1ccc(S(=O)(=O)N2C[C@H]3C(=O)C[C@@H](c4ccccc4)N(S(=O)(=O)c4ccccc4)[C@H]3C[C@H]2c2ccccc2)cc1	.	-3	-9	-1	-0.4	-6	-2	-1	-6	-8
The results go on:
SMILES	HTRA1 inhibitor	mABHD4 FP	TDP2 inh	PRMT1 FP inh	PG9 binder	TCR CD3 inh	LEDGF integ inh	UHRF1 binding	SIAE inh	Tn7 DDE FP
Cc1noc(C)c1C(=O)OCC(=O)Nc1ccc(S(N)(=O)=O)cc1	8	-6	-2	2	-1.0	7	4	2	-13	-4
O=C(NCCO)c1cc([N+](=O)[O-])cc2c1C=Cc1ccccc1O2	2	-2	6	-2	-0.6	-2	5	2	-5	1
O=C(NC1CCCCCC1)C(=S)N1CCCC1	0	2	10	3	0.4	-1	6	1	11	2
CC(C)(C)c1ccc(S(=O)(=O)NC(=O)C2(C)CCN2C(=O)Cc2ccccc2Cl)cc1 (centres undefined)	.	2	1	0	-0.5	2	1	1	-3	-6
CC1(CO)COC2(OC1)C(=O)Nc1ccccc12 (centres undefined)	-1	10	1	0	1.6	3	-3	1	-3	-4
O=C(N[C@H](C(=O)N1CCC[C@H]1C(=O)NC1CCCC1)c1ccccc1)c1ccc(Cl)c(Cl)c1	.	-10	2	0	-0.9	-1	-3	0	1	7
CC(=O)NS(=O)(=O)c1ccc(NC(=O)/C=C/c2ccco2)cc1	9	-4	3	37*	0.8	-1	30*	29*	-2	-3
CCOC(=O)c1c(C)c(C(=O)NCc2cccnc2)c(C)n1C	2	-6	0	2	0.6	-4	0	6	1	3
COCCNC(=O)c1onc(CSc2ccccc2)c1C(=O)NCCOC	-5	4	3	2	1.1	-3	-2	-1	-6	3
Cc1ccccc1NC(=O)COc1cccc2c1CCNC2=O	-6	-5	-10	-6	0.5	-7	4	8	-5	-3
CSC(=Nc1ccccc1)C1=C(O)COC1=O	0	1	4	-2	1.1	8	-1	2	4	10
COc1ccc(C)cc1NC(=O)CN(c1ccc(F)cc1)S(C)(=O)=O	-3	1	8	1	-1.0	9	1	-1	5	-6
Cc1cc(C)c(NC(=O)COC(=O)c2cc([N+](=O)[O-])ccc2N2CCOCC2)c(C)c1	2	2	10	2	-0.8	1	-5	0	2	6
COC(=O)c1ccc(C2CC(=O)Nc3cc(OC)c(OC)cc32)cc1 (centres undefined)	11	1	0	-2	-0.1	6	-1	-1	3	4
Cc1ccc(C(=O)NCCNc2ccc(Cl)cc2[N+](=O)[O-])o1	5	4	4	-1	0.2	2	-2	-9	0	0
COC(=O)c1ccc(C(=O)OC)c(NC(=S)N2CCC(N3CCCCC3)CC2)c1	-2	-3	-6	2	-0.5	-13	-1	4	3	0
Cc1cc(-c2ccc(S(=O)(=O)N3CCN(C)CC3)s2)on1	0	-2	6	-3	-0.8	-3	2	-3	8	-4
COC(=O)C1=C(C)N(Cc2ccco2)C(=O)N[C@@H]1c1ccc(Br)cc1	4	-3	-17	3	-3.0	9	3	0	-4	-7
CN(C)c1ccc(NC(=O)CN2C(=O)CC(c3ccccc3)=Nc3ccccc32)cc1	3	2	-2	-1	-2.9	7	-1	0	0	0
CN(CCCC1CCCC1)C(=O)c1cc(COc2ccc(F)cc2F)on1	-29	-13	4	0	-0.9	-1	0	0	-7	5
Nc1cc(N)cc(-c2nc3ccccc3[nH]2)c1	47*	12	-3	0	-13	-8	-1	-3	31*	0
Cc1ccc(C(=O)NCC(=O)OCC(=O)Nc2ncc(C(F)(F)F)cc2Cl)cc1	-1	11	6	3	1.3	-5	1	3	1	-1
COc1ccc(S(=O)(=O)N2CCN(c3nc(C)cc(C)n3)CC2)cc1	1	2	13	0	1.6	4	1	-6	3	-2
CCOC(=O)c1ccc(NC(=S)N2CCN(C)CC2)cc1	3	-7	1	2	-0.9	-3	-4	0	-2	1
CCOC(=O)N1CCN(C(=O)/C(=C/c2ccc(OC)cc2)NC(=O)c2ccccc2)CC1	4	-10	-19	-4	-1.1	-6	-1	1	-4	-1

Full records, quoted from the list. Values in the order: HTRA1 inhibitor	mABHD4 FP	TDP2 inh	PRMT1 FP inh	PG9 binder	TCR CD3 inh	LEDGF integ inh	UHRF1 binding	SIAE inh	Tn7 DDE FP
`CSC(=Nc1ccccc1)C1=C(O)COC1=O` as listed: 0	1	4	-2	1.1	8	-1	2	4	10
`CCOC(=O)c1ccc(NC(=S)N2CCN(C)CC2)cc1` as listed: 3	-7	1	2	-0.9	-3	-4	0	-2	1

Structures from the list above containing an aryl thioether with sulfur outside any ring:
SMILES	HTRA1 inhibitor	mABHD4 FP	TDP2 inh	PRMT1 FP inh	PG9 binder	TCR CD3 inh	LEDGF integ inh	UHRF1 binding	SIAE inh	Tn7 DDE FP
CCOC(=O)C(Sc1n[nH]c(N)n1)c1ccccc1 (centres undefined)	3	8	5	1	-1.6	4	0	-2	9	5
COCCNC(=O)c1onc(CSc2ccccc2)c1C(=O)NCCOC	-5	4	3	2	1.1	-3	-2	-1	-6	3

The list continues.
SMILES	HTRA1 inhibitor	mABHD4 FP	TDP2 inh	PRMT1 FP inh	PG9 binder	TCR CD3 inh	LEDGF integ inh	UHRF1 binding	SIAE inh	Tn7 DDE FP
CCCCn1c(SCc2ccc(Cl)cc2)nc2c1c(=O)[nH]c(=O)n2C	-4	3	3	11	-0.8	6	-1	0	-1	-1
CCOc1nc(NCCN2CCOCC2)nc(Nc2ccc(C)cc2)n1	-5	2	0	1	1.3	-6	0	3	-2	-4
Cc1ccc(S(=O)(=O)N2CCC(=O)N([C@H](COCc3cccc(Cl)c3)Cc3ccccc3)CC2)cc1	.	6	-3	3	-0.4	-4	-3	3	1	6
O=C(Nc1ccc(Cl)cc1)N1N=CCC1c1ccccc1 (centres undefined)	.	-7	14	0	-1.1	2	-3	-2	5	5
Cc1ccc(C(C(=O)NC2CCCCC2)N(CC2CCCO2)C(=O)CNC(=O)c2cccs2)cc1 (centres undefined)	-2	7	5	0	0.8	-2	2	2	1	-1
c1cncc(-c2nc(NCc3ccc4c(c3)OCO4)c3ccccc3n2)c1	-49	-12	-1	3	-0.1	0	1	-2	-9	-4
CC(=O)N1CCC(=NNS(=O)(=O)c2cccc([N+](=O)[O-])c2)CC1	5	5	6	3	2.6	-4	4	5	1	-2
CC(C)Oc1ccc(C(=O)NC2CCCCC2)cc1	5	-5	2	-1	-1.8	-1	-4	0	-3	-8
C=Cc1ccc(COC(=O)c2cn(CC)c3nc(C)ccc3c2=O)cc1	-4	-6	-12	-4	-0.9	2	8	0	9	1
CCOCCCNC(=O)CN1CCN(S(=O)(=O)c2ccc3c(c2)CCC3)CC1	1	2	-8	5	0.7	-1	-5	5	2	-3
Cc1cc(S(=O)(=O)NCCCN2CCOCC2)ccc1F	3	2	-10	-1	-0.3	5	-4	1	3	-5
CN(Cc1ccccc1)C(=O)Nc1ccccc1	4	5	4	-3	-2.2	1	7	-4	0	-2
COC(=O)C1CN(CCc2ccccc2)CCS(=O)(=O)N1Cc1ccc(OC)cc1 (centres undefined)	.	5	-7	6	.	.	-3	0	-4	4
CCC(C)[C@H]1CNC(=O)C(=O)N1CCCc1cc(OC)c(OC)c(OC)c1 (some centres undefined)	4	3	-3	-1	-0.9	6	-2	-4	0	-7
Cc1ccc(C(=O)NCC(=O)OCCCn2c(=O)[nH]c3ccccc32)cc1	1	-1	1	-5	1.2	8	4	-2	7	-4
CC1(C)CC(=O)C=C(c2ccccc2-c2cccc(C(N)=O)c2)C1=O	.	-2	2	4	1.6	-2	-2	-2	-1	0

Screening results deposited in PubChem by The Scripps Research Institute Molecular Screening Center.
